Bioassay records (PubChem)
OX1R antag-1: human HCRTR1 antagonism. O43613. CHO/OX1R cells, Fluo-8 calcium fluorescence, orexin A. inhibition, % at 5 µM. 330,000 tested, 0.43% active. AID 434989;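 active = inhibition above its plate's threshold, mean inhibition of all tested compounds on the plate plus 3 SD, cut at about 37% in these data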;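 also: 0% = orexin A challenge wells and 100% = SB-334867-A antagonist wells; not every result past the cut was called active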
Target sequence (O43613 whole entry, looked up): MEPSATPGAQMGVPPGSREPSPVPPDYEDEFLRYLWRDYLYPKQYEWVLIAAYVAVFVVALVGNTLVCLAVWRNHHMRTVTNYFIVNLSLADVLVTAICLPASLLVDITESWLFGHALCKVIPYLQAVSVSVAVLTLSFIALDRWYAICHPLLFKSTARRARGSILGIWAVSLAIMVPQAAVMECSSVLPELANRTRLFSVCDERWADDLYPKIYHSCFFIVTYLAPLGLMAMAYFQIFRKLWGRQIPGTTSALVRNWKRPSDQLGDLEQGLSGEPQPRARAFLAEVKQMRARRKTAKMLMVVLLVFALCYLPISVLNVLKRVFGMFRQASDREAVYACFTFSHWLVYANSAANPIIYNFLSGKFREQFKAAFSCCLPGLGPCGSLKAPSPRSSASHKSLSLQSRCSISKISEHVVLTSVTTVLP
OX1R antag-2: antagonists of human orexin 1 receptor (OX1R); OX1R-expressing cells, FRET antagonist read-out; inhibition, % at 6.6 µM; 330,000 tested, 1.8% active; AID 485270; in the data active = inhibition mostly above about 38%, no sharp cut-off; inactive = mostly below about 40%;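 also: 0% = agonist challenge alone and 100% = reference antagonist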
* hit, by the source's call.

SMILES | OX1R antag-1 | OX1R antag-2
COC(=O)Cn1c(CN2CCc3ccccc3C2)nc2c1c(=O)n(C)c(=O)n2C | -14.0 | 32.7
Cc1ccccc1Cn1c(=O)n(-c2ccccc2)c(=O)c2ccc(C(=O)NCc3ccco3)cc21 | -12.8 | 11.8
O=C(NCc1ccccc1)C1=C[C@H](C2CC2)C[C@H](OCCCCO)O1 | -10.1 | 3.6
O=C(Cn1[nH]c(=O)c2ccccc2c1=O)Nc1cccnc1 | -5.0 | 4.0
O=C(CN(Cc1ccccc1)C(=O)CCC(=O)Nc1nccs1)NCc1ccco1 | -24.4 | 1.8
Fc1cccc(Cc2noc(CN3CCCCC3c3ccccn3)n2)c1 (stereo unspecified) | -17.5 | 5.0
CCCN(C(=O)/C=C/c1ccc(S(=O)(=O)N(CC)CC)cc1)C1CCS(=O)(=O)C1 (stereo unspecified) | -14.5 | 10.4
O=C(O)c1ccccc1N(c1ccccc1)c1ccccc1 | -16.5 | 3.6
O=C(COC(=O)CCC(=O)c1ccc(F)cc1)NCc1ccccc1Cl | -16.2 | 12.6
COc1cc(Cl)c(C)cc1NC(=O)COC(=O)c1ccc(CN2CCCC2=O)cc1 | -7.2 | 8.1
CC(C)Cn1c(SCC(=O)N2CCc3ccccc3C2)nc(O)cc1=O | -6.4 | 12.0
COC(=O)C(C(=O)OC)C(c1ccccc1)C(C(=O)c1ccccc1)[N+](=O)[O-] (stereo unspecified) | -20.1 | 13.0
Cc1ccnc(NC(=O)c2ccco2)n1 | 1.6 | 4.9
COC(=O)c1cnn(-c2nc(-c3ccccc3)cs2)c1N | -12.4 | 23.8
CCc1cccc(C)c1NC(=O)CN(C)Cc1ccccc1F | -17.1 | 7.6
NC(=O)CC(NC(=O)Cc1cccc2ccccc12)c1ccc(NCC2CC2)c([N+](=O)[O-])c1 (stereo unspecified) | -20.1 | 13.0
CC(=O)N(Cc1cc(=O)[nH]c2ccccc12)c1ccc(C)cc1C | 2.1 | 11.9
CC(C)(C)C(=O)COC(=O)c1ccc2c(c1)C(=O)N(Cc1ccco1)C2=O | -15.7 | 18.0
O=C(Nc1nnc(-c2ccco2)o1)c1cccc2ccccc12 | -5.8 | 18.1
CCN(C[C@H]1N[C@@](Cc2ccccc2)(C(=O)OC)[C@H]2C(=O)N(C)C(=O)[C@@H]12)S(=O)(=O)c1ccc(C(F)(F)F)cc1 | -28.0 | -4.2
O=C(CSc1nc(C2CC2)nc2ccccc12)Nc1ccccc1N1CCOCC1 | -41.2 | 12.4
O=C(CN(Cc1ccccc1)C(=O)CSc1nnc(COc2ccccc2)o1)NC1CCCC1 | -9.3 | 0.9
CC(/C=N/NC(=O)c1cccs1)=C\c1ccccc1 | -12.8 | 60.4
CCOC(=O)CC1C(=O)NCCN1S(=O)(=O)c1ccc(OC)cc1 (stereo unspecified) | -5.4 | 18.1
COCCOC(=O)C1=C(C)N=C2SCCC(=O)N2C1c1ccc(C(=O)OC)cc1 (stereo unspecified) | -19.3 | 31.7

Of the compounds above, 5 contain a halogen:
SMILES | OX1R antag-1 | OX1R antag-2
Fc1cccc(Cc2noc(CN3CCCCC3c3ccccn3)n2)c1 (stereo unspecified) | -17.5 | 5.0
O=C(COC(=O)CCC(=O)c1ccc(F)cc1)NCc1ccccc1Cl | -16.2 | 12.6
COc1cc(Cl)c(C)cc1NC(=O)COC(=O)c1ccc(CN2CCCC2=O)cc1 | -7.2 | 8.1
CCc1cccc(C)c1NC(=O)CN(C)Cc1ccccc1F | -17.1 | 7.6
CCN(C[C@H]1N[C@@](Cc2ccccc2)(C(=O)OC)[C@H]2C(=O)N(C)C(=O)[C@@H]12)S(=O)(=O)c1ccc(C(F)(F)F)cc1 | -28.0 | -4.2

Next section:
SMILES | OX1R antag-1 | OX1R antag-2
O=C(Nc1ccc(Oc2ccccc2)cc1)c1ccc(Cn2c(=O)[nH]c3ccsc3c2=O)cc1 | 9.0 | 1.9
CCOc1ccc(CN2CCNC(=O)C2CC(=O)NC2CCCCCC2)cc1 (stereo unspecified) | -30.5 | 11.6
CC(C)CNS(=O)(=O)c1ccc(CCC(=O)NCc2cccnc2)cc1 | -6.1 | 18.7
CCOC(=O)CSCC(=O)Nc1ccc(S(=O)(=O)N2CCCCC2)cc1 | 4.4 | 12.2
Cc1ccccc1C(=O)Nc1ccc(N2CCCC2)cc1 | -18.6 | 8.5
O=C(Nc1nnc(C(F)(F)F)s1)c1ccc(N2C(=O)C3C4C=CC(C4)C3C2=O)cc1 (stereo unspecified) | 7.8 | 14.2
O=C(c1cc(S(=O)(=O)N2CCC3(CC2)OCCO3)ccc1F)N1CCCCC1 | -14.8 | -8.6
COc1ccccc1NC(=O)C1=C(C)NC(SCC(=O)Nc2ccc(C(=O)O)cc2)=C(C#N)C1c1cccs1 (stereo unspecified) | -25.6 | -2.8
Cc1nnnn1-c1cccc(C(=O)O)c1 | 1.1 | 5.9
Cn1c(=O)c2c(nc(N3CCCCCC3)n2CC(=O)c2ccc(Br)cc2)n(C)c1=O | -16.4 | 20.1
COc1ccc(NC(=O)c2sc(NC(=O)COc3ccccc3)nc2C)cc1 | -25.3 | 9.2
CCCNC(=O)COc1nc2ccccc2nc1N1CCOCC1 | -5.8 | 43.7
NC(=O)NC(=O)C(c1ccccc1)N1CCN(S(=O)(=O)c2ccc(Br)s2)CC1 (stereo unspecified) | -15.0 | 0.6
O=C(CSc1nc(O)cc(=O)n1-c1ccccc1)Nc1ccccn1 | -12.8 | -1.1
Cc1cc(C(C)(C)C)cc(C)c1COC(=O)CN1C(=O)NC2(CCCC2)C1=O | -11.9 | 5.7
COc1ccc(C2CC(c3ccccc3)n3nc(NC(=O)c4cccs4)nc3N2)cc1 (stereo unspecified) | -11.8 | 28.3
CCOc1ccc(C(=O)NCC(=O)OCC(=O)Nc2ccccc2OC)cc1 | -16.7 | 7.7
CC(O)CN=c1cc(-c2ccccc2)oc2ccc(Cl)cc12 (stereo unspecified) | -30.5 | 67.6
C=C(C)CSCc1nc2ccccc2[nH]1 | -7.8 | 22.2
Cc1c(Cl)cccc1NC(=O)CCC(=O)NNC(=O)c1ccccc1Cl | -6.3 | 4.7
COc1ccc(NC(=O)C(C/C=C(/C)Cl)C(C)=O)cc1 (stereo unspecified) | -28.6 | 20.4
O/N=C(/c1ccc(F)cc1)C1CC1c1c(F)cccc1Cl (stereo unspecified) | -23.4 | 13.0
CCOC(=O)N1CCN(C(=O)CCc2c(C)nc3c(c(C)nn3-c3ccc(C)c(C)c3)c2C)CC1 | -19.0 | 10.6
CCSc1nc2ccccc2n1CCC(=O)O | -1.0 | 16.1
NS(=O)(=O)c1cccc(NC(=O)Cc2ccc(Cl)c(Cl)c2)c1 | -0.1 | 6.6

Whole records, quoted from the list. Order of values: OX1R antag-1, OX1R antag-2
`CCOC(=O)CSCC(=O)Nc1ccc(S(=O)(=O)N2CCCCC2)cc1` is listed with 4.4, 12.2
`O=C(Nc1nnc(-c2ccco2)o1)c1cccc2ccccc12` is listed with -5.8, 18.1

Of the compounds above, these contain a COOH group.
SMILES | OX1R antag-1 | OX1R antag-2
O=C(O)c1ccccc1N(c1ccccc1)c1ccccc1 | -16.5 | 3.6
COc1ccccc1NC(=O)C1=C(C)NC(SCC(=O)Nc2ccc(C(=O)O)cc2)=C(C#N)C1c1cccs1 (stereo unspecified) | -25.6 | -2.8
Cc1nnnn1-c1cccc(C(=O)O)c1 | 1.1 | 5.9
CCSc1nc2ccccc2n1CCC(=O)O | -1.0 | 16.1

The listing continues:
SMILES | OX1R antag-1 | OX1R antag-2
Cc1ccc(N(C(=O)c2csnn2)C(C(=O)NC(C)(C)C)c2cccs2)cc1 (stereo unspecified) | -23.5 | 12.8
COc1ccc(CCn2c(NN=C3CCCCC3)nc3c2c(=O)[nH]c(=O)n3C)cc1 | -5.1 | 13.8
O=[N+]([O-])c1ccc(/C=N/n2c(C3CCCCC3)n[nH]c2=S)cc1 | -28.3 | 3.8
COc1ccc(Nc2nc(C)cc(C)c2C#N)c(OC)c1 | -7.2 | -1.3
CCOC(=O)c1nc(C)nc(Sc2n[nH]c(-c3cc(Cl)cc(Cl)c3)n2)c1C | -25.2 | 7.3
Cc1n[nH]c(C)c1CCOc1ccc(C(C)C)cc1 | -6.9 | 20.0
COc1ccc(NC(=S)N(C)CC2COc3ccccc3O2)cc1 (stereo unspecified) | -7.3 | 3.3
Cc1ccc(N2C(=O)CC(Sc3ccccc3C(=O)O)C2=O)cc1C (stereo unspecified) | -36.7 | 5.3
O=C(NCc1ccncc1)C1CCCN(S(=O)(=O)Cc2ccccc2)C1 (stereo unspecified) | -12.7 | 8.6
CCOC(=O)c1ccccc1NC(=O)C1CSC2(C)CCC(=O)N12 (stereo unspecified) | -27.9 | 21.6
Fc1ccccc1CNC(=S)NCc1ccc(Cl)cc1 | -11.9 | 13.2
COc1ccc(-c2nc(Cc3ccc(Cl)cc3)no2)cc1OC | -39.3 | 30.1
S=C(NCCCN1CCOCC1)Nc1ccc(N2CCOCC2)cc1 | -7.1 | 0.6
O=C(CSc1n[nH]c(-c2ccc(Cl)cc2Cl)n1)Nc1ccccn1 | -27.5 | 40.8
c1ccc(-n2nnnc2-n2cnc3ccccc32)cc1 | -16.3 | 9.2
CC1Oc2ccccc2N(CC(=O)Nc2ccc3c(c2)OCCO3)C1=O (stereo unspecified) | -0.5 | 3.1
NS(=O)(=O)c1cc(C(=O)OCC(=O)N2CCOCC2)ccc1Cl | 15.9 | 11.7
COCCN(C(=O)c1ccccc1F)c1c(N)n(Cc2ccccc2)c(=O)[nH]c1=O | -12.4 | 9.4
O=c1[nH]c2cc(Cl)c([N+](=O)[O-])nc2[nH]1 | -14.1 | 27.6
Cc1ccccc1C(=O)N/N=C/c1ccc(OCC(=O)N2CCCCC2)cc1 | -11.0 | 5.7
Cc1cc(C)cc(C(=O)NCCC(=O)N2CCC3(CC2)NCCc2[nH]cnc23)c1 | -3.2 | 8.4
COC(=O)C1=CN(c2cc(C)cc(C)c2)C=C(C(=O)OC)C1c1ccc(OC)c(O)c1 | -37.1 | -2.4
Cc1cc(=O)c2cc(Br)ccc2n1CC(=O)NCc1ccccc1 | -31.9 | -0.1
NC(=O)CC(NC(=O)c1ccc(Cl)cc1)C(=O)NCCc1ccc(S(N)(=O)=O)cc1 (stereo unspecified) | 2.9 | 8.6
O=C(COCc1cc(-c2ccc3c(c2)OCO3)on1)N1CCN(c2cccc(Cl)c2)CC1 | 1.7 | 5.1
(further entries)
SMILES | OX1R antag-1 | OX1R antag-2
CC(=O)c1cccc(S(=O)(=O)N(C)C2CCN(C)CC2)c1 | -12.8 | 18.7
COC(=O)N/N=C/c1ccc(Oc2ccccc2)cc1 | -17.7 | 5.0
N#CC1=C(N)OC2=C(C(=O)CCC2)C1c1ccc(OC(=O)N2CCOCC2)cc1 (stereo unspecified) | -3.4 | 15.6
COc1ccc(S(=O)(=O)N2CCCC2)cc1NC(=O)c1ccccc1 | 4.0 | 15.4
CC(=O)c1ccc(S(=O)(=O)Nc2ccc(N3CCOCC3)cc2)cc1 | -0.1 | 18.6
O=C(NC1CCS(=O)(=O)C1)c1cccc(Br)c1 (stereo unspecified) | -0.8 | 14.2
CCCCc1cc(=O)oc2cc(OCc3nn[nH]n3)ccc12 | -15.9 | 2.2
CC(=O)Cc1nsc(NC(=O)c2ccc(-c3cc(C(F)(F)F)ccc3Cl)o2)n1 | 4.2 | 8.0
Cc1ccc(S(=O)(=O)N2CCOCC2)cc1C(=O)NCc1ccco1 | -8.0 | 0.6
CN(CC(=O)NCc1ccc2c(c1)OCO2)S(=O)(=O)c1ccc(Cl)cc1 | -13.1 | 2.5
Cc1ccccc1C(=O)Nc1cccc(NC(=S)NC(=O)c2cccs2)c1 | 6.3 | 42.6
O=C(COC(=O)c1ccc(N2CCCC2=O)cc1)Nc1ccccc1 | -22.0 | 9.7
CCOC(=O)C1CCN(Cc2ccc(Cl)c(Cl)c2)CC1 | -16.3 | 10.3
COc1ccc(C(=O)OC2CCCCC2CN(C)C)cc1 (stereo unspecified) | -16.3 | 3.3
COc1ccc(-c2c(C)nn3c(N4CCN(Cc5ccccc5)CC4)cc(C)nc23)cc1OC | -37.3 | 0.0
COc1ccc(OC)c(N2C(=O)CC(NNC(=O)c3ccc4c(c3)OCO4)C2=O)c1 (stereo unspecified) | -1.1 | 2.2
CCN(CCO)c1cc(Cl)nc(SC)n1 | -26.1 | 12.6
COc1ccc(N2CCN(C(=O)C(=O)c3cn(CC(=O)N4CCOCC4)c4ccccc34)CC2)cc1 | -14.4 | 4.8
Cc1c(-c2ccccc2)nc(N)c(C#N)c1-c1cccnc1 | -17.3 | 7.3
Cc1[nH]c2ccccc2c1/C=N/NC(=O)c1cccs1 | -9.8 | 7.8
COc1cccc(Oc2ccc(C(F)(F)F)cc2NC(=O)c2cccc(F)c2)c1 | -42.8 | 6.1
CC1=CC(=O)N(c2ccc(C)cc2)C1c1ccc(Cl)cc1 (stereo unspecified) | -26.7 | 0.8
